# Screens from PubChem BioAssay.
# mIAP act – increases mouse intestinal alkaline phosphatase activity; muIAP, CDP-Star luminescence, 30 min; active compounds read high; 1 = vehicle-only enzyme signal, 0 = enzyme-free wells; activation factor at 10 µM; hit rate 0.24% among 330,000; AID 2805;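 active = activation factor of at least 2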; note: the source names both 10 and 20 µM as test concentration; values of inactives mirror those of a sister screen read the other way
#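 Assay system: mouse IAP enzyme; Reagent: CDP-Star chemiluminescent phosphatase substrate; Compound: DMSO-dissolved test compounds; Incubation: 30 min, room temperature; Technique: luminescence from enzymatic CDP-Star hydrolysis; Controls: DMSO-only wells and no-enzyme negative control.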
# ATG4B inhibitor – blocks human ATG4B protease cleavage of LC3 substrate; Q9Y4P1; ATG4B cleavage of LC3-PLA2, NBD-HPC fluorescence, 1 h; inhibition, % at 8.33 µM; hit rate 0.51% among 340,000; in the data active = inhibition above about 40%
# A3A deaminase – blocks human APOBEC3A ssDNA deamination. recombinant A3A, FAM/TAMRA ssDNA deamination fluorescence. hit rate 0.41% among 330,000. inhibition, % at 20 µM;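 active = at least 40% inhibition at 20 µM here, with at most 30% in a related deaminase screen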;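 note: plate controls were A3A with DMSO for no effect and wells lacking A3A enzyme for full effect; some results filed as inactive read as strong as hits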
# Target sequence (P31941 whole entry, looked up): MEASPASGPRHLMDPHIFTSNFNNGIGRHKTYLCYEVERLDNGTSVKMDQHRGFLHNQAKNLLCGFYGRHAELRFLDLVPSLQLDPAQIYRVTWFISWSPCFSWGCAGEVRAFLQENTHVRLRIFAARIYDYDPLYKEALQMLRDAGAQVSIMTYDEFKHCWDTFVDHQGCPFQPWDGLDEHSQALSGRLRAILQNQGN
# A3G deaminase – blocks human APOBEC3G single-stranded DNA deamination; AID 493012; recombinant A3G, ssDNA deamination FAM/TAMRA fluorescence; inhibition, % at 20 µM; hit rate 0.28% among 330,000;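 active = inhibition of at least 40% at 20 µM, with no more than 30% in the related APOBEC3A deaminase screen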;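 note: plate controls were DMSO wells with A3G for no effect and wells lacking A3G enzyme for full effect; some compounds called inactive have numbers as strong as hits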
# Target sequence (Q9HC16 whole entry, looked up): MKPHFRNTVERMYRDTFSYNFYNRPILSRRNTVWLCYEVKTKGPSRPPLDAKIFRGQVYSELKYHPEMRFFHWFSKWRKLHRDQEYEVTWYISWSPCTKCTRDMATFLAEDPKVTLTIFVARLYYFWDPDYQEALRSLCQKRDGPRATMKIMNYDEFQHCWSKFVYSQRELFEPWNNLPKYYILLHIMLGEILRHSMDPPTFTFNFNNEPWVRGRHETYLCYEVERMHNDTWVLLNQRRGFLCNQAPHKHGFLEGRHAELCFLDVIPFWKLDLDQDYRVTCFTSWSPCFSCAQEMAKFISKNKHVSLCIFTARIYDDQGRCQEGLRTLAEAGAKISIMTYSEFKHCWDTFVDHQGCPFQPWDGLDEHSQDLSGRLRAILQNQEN
# hIAP act – increases human intestinal alkaline phosphatase activity. P09923. purified human IAP, CDP-Star luminescence, 30 min; active compounds read high; 1 = vehicle-only enzyme, 0 = enzyme-free background. activation factor at 10 µM. hit rate 0.16% among 330,000;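 active = activation factor of the enzyme at least 2-fold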; note: the source names both 10 and 20 µM as test concentration; values of inactives mirror those of a sister screen read the other way
# Target sequence (P09923 whole entry, looked up): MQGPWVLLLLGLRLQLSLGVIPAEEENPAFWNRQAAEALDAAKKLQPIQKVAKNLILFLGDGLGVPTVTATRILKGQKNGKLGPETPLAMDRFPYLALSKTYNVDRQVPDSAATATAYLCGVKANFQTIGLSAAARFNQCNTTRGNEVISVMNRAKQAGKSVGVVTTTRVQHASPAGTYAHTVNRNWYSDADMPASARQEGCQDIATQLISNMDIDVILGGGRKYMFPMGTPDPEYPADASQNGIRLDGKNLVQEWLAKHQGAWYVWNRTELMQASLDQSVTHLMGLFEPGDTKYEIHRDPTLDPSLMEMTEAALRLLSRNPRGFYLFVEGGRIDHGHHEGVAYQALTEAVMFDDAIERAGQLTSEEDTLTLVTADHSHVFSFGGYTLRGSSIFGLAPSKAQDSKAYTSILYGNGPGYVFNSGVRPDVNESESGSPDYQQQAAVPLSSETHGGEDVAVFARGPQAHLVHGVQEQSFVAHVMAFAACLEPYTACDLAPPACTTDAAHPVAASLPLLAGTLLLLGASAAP
# MPTP block – permeability transition pore inhibition; AID 602449; inhibition, % at 10 µM; hit rate 1.4% among 360,000; isolated mouse mitochondria, Ca2+ swelling absorbance, 30 min;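 active = inhibition of 50% or more, scaled per plate between neutral and stimulator controls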;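 note: 0% = DMSO wells given calcium and 100% = 1 mM EGTA wells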
# mIAP block – mouse IAP inhibition; purified mouse IAP, CDP-Star luminescence, 30 min; inhibition, % at 10 µM; hit rate 0.2% among 330,000;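 active = inhibition of at least 40% at 10 µM in the primary screen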;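 note: plate controls were DMSO with enzyme for no effect and no enzyme wells for full effect; values of inactives mirror those of a sister screen read the other way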
# hIAP inh – blocks human intestinal alkaline phosphatase; P09923; purified IAP, CDP-Star luminescence, 30 min; inhibition, % at 10 µM; hit rate 0.12% among 330,000;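 active = inhibition reaching a set limit with compound at 10 µM in the primary screen, cut at about 35% in these data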;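 note: plate controls were DMSO wells with enzyme for no effect and no-enzyme buffer wells for full effect; values of inactives mirror those of a sister screen read the other way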
# MIN6 prolif – MIN6 beta-cell proliferation induction | MIN6 cells proliferation, ATPlite luminescence, 48 h; cells starved in 0.2% serum; 100% = growth in 10% serum | proliferation, % at 10 µM | hit rate 0.29% among 330,000 | AID 2380;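 active = compounds whose signal lies at least 3.5 SD above the mean of all wells on their plate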;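 note: 0% = DMSO-treated cells in low-serum medium and 100% = 10% serum control; some compounds called inactive have numbers as strong as hits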
# * marks the source's active call; other numbers are inactive results; · = not tested or not shown. Compounds as they come; overall some 3.3% were active at least once.
SMILES,mIAP act,ATG4B inhibitor,A3A deaminase,A3G deaminase,hIAP act,MPTP block,mIAP block,hIAP inh,MIN6 prolif
CCOc1ccc(C(=O)N/N=C/c2c(C)[nH]c(=O)[nH]c2=O)cc1,0.96,·,8,1,2,·,4,-98,3
O=C(O)Cc1c(C(=O)O)[nH]c2ccc(C(=O)O)cc12,0.91,2,11,-7,0.96,0.4,9,4,2
COCc1ccc(C(=O)NCC2(N3CCCCC3)CCCCC2)cc1,1,-2,-2,-7,0.97,-0.8,-3,3,-2
COc1ccc(C(=O)Nc2ccccn2)cc1,1.2,-3,-1,-3,1.2,-0.7,-20,-16,-1
CCn1c(C)nc2cc(-c3nc4n(n3)Cc3ccccc3-4)ccc21,1,2,0,-4,1.1,-3.2,-3,-12,-6
COC(=O)c1ccc2nc(NC(=O)C(C)C)sc2c1,1.1,-8,2,-11,1,-0.4,-6,-3,-3
COc1ccccc1C(=O)Oc1ccc2c(c1)O/C(=C\c1ccncc1)C2=O,0.95,-2,1,-10,0.83,0.6,4,17,-3
CCc1ccc(NS(=O)(=O)c2ccc3c(c2)oc(=O)n3C)cc1,1.1,-12,-4,-8,1,2.7,-10,-4,-4
Cc1ccc(N(CC(=O)NN=C2CCN(C)CC2)S(=O)(=O)c2ccccc2)c(C)c1,0.99,2,2,0,0.95,-1.0,0,5,-2
O=C(Nc1cc(F)cc(F)c1)c1ccc(NCCc2ccccc2)c([N+](=O)[O-])c1,0.95,-6,-2,-6,0.83,5.1,5,17,-3
CCOC(=O)c1[nH]c2c(c1-c1ccc(OC)cc1)C(=O)CC(c1ccc(OC)c(OC)c1)C2 (stereo not drawn),0.99,-1,-2,-8,1,-4.3,1,0,-6
Cc1nc2c(ccc3nc(NC(=O)c4ccc(S(=O)(=O)N(C)C)cc4)sc32)s1,1,-50,-3,-7,1.1,0.1,-3,-14,-2
Fc1cccc(Cl)c1CSC1=NCCS1,0.9,23,-1,-8,0.82,0.8,10,18,-1
C[C@@H]1CC=C[C@H]2[C@H]1C(=O)N(Cc1ccccc1)[C@H]2c1ccc(-c2ccc(N(C)C)cc2)cc1F,1,-6,0,12,0.88,4.7,-3,12,-9
COCCCn1c(SCC(=O)Nc2ccc(C)cc2)nc2ccccc2c1=O,0.99,-4,-2,-3,0.84,1.7,1,16,1
CCCNC(=O)NC(=O)COc1c(F)c(F)cc(F)c1F,0.94,9,1,-9,0.89,-1.8,6,11,-2
Cc1ccc(CNC(=O)CCS(=O)(=O)c2ccc3c(c2)oc(=O)n3C)cc1,0.98,7,-2,-2,1.1,-0.2,2,-8,-3
CN(C)c1ccc(/C=C/C(=O)c2ccccc2O)cc1,0.83,1,-7,-7,0.95,1.3,16,4,-4
Cn1c(=O)[nH]c(=O)c2c1nc(N1CCCC1)n2CCCSc1nnnn1-c1ccccc1,0.98,-8,1,-1,0.99,-1.0,2,1,0
CCCCOC(=O)CSc1nnc(-c2cc(OC)c(OC)c(OC)c2)o1,1.1,4,-4,-8,0.92,0.6,-11,8,-4
O=C(Nc1ccc(Br)cn1)c1ccc(Br)s1,0.95,11,2,-6,0.79,0.5,5,21,0
Cn1c(=O)c2c(SCC(=O)NC3CCCC3)nc(CC(C)(C)C)nc2n(C)c1=O,0.93,-3,-2,-9,0.88,0.0,7,12,3
O=C(Cc1ccc(Br)cc1)Nc1ccc(Cl)cc1,1.2,-13,6,-5,0.96,24,-23,4,0
COc1ccccc1C(=O)Nc1ccc(S(=O)(=O)N2CCc3ccccc32)cc1,1,-4,7,9,0.99,2.2,-4,1,-2
CN(CC(=O)Nc1cccnc1)S(=O)(=O)c1ccccc1,0.91,0,-3,-6,1.1,-0.7,9,-9,0
O=C(N/N=C/c1cc([N+](=O)[O-])ccc1O)c1ccncc1,0.86,0,-2,-5,1.3,-14,14,-30,0
O=C(CCC(=O)OCC(F)(F)C(F)F)NCc1ccccc1,0.98,-5,-1,-4,0.9,0.6,2,10,0
CC(=O)c1sc(NC(=O)C=C(C)C)nc1C,1,0,-1,-5,0.96,0.3,-5,4,-2
CCn1nc(NC(=O)COC)c2cc3cc(C)ccc3nc21,0.92,3,45*,16,1,-0.2,8,-4,0
Cc1ccc(N(Cc2ccc([N+](=O)[O-])cc2)C(=O)c2ccco2)cc1C,0.95,8,-2,-4,0.82,-0.6,5,18,1
N#Cc1ccc(NC(=O)Cn2cnc(S(=O)(=O)N3CCOCC3)c2)cc1,0.92,1,2,7,0.92,1.9,8,8,-1
Cc1ccnn1Cc1cc(C(=O)O)c2ccccc2n1,1.1,-6,-1,-7,0.98,0.3,-8,2,1
Cc1cc(C)cc(C(N)=Nc2cccc(C#N)c2)c1,1,3,0,-2,0.98,-0.6,-1,2,3
Cc1ccc(CNC(=O)C2CC(c3cccc([N+](=O)[O-])c3)=NO2)o1 (stereo not drawn),1.1,-5,-8,-14,1.1,-0.2,-5,-5,-1
CC(=O)Nc1ccc(S(=O)(=O)N(Cc2ccccc2)c2ccccn2)cc1,0.94,-4,-8,-8,0.9,2.0,6,10,-4
Cc1ccc(NC(=O)C2CCCN2C(=O)Oc2ccccc2)c(C)c1 (stereo not drawn),1,5,-2,-6,0.98,2.6,0,2,1
CCN1CC(c2ccccc2)C(c2ccc(Cl)cc2)=N1 (stereo not drawn),0.97,9,-2,-5,1.1,5.4,3,-8,0
COc1cc(NC(=O)COc2ccccc2)ccc1NC(=O)c1ccco1,1.1,-8,-3,-5,1,1.0,-8,-2,-3
COc1ccc(C)cc1NC(=O)C(OC(=O)C1=NNC(=O)CC1)c1ccccc1 (stereo not drawn),1,-5,-3,-5,0.89,-1.0,-1,11,-2
CCOC(=O)NC(Nc1nnc(SCC)s1)(C(F)(F)F)C(F)(F)F,1,3,-5,-7,1,-0.1,-2,-5,-1
Cc1c(C(=O)OCC(=O)N2C(C)CCCC2C)oc2ccccc12 (stereo not drawn),0.96,4,-5,-3,1.2,-0.1,4,-21,-1
O=[N+]([O-])c1ncccc1OCc1ccc(Cl)c(Cl)c1,1,11,11,-3,0.87,-2.7,-2,13,-2
CCN(CC)S(=O)(=O)c1cccc(NC(=O)COC(=O)CCC(=O)c2cccs2)c1,1,-17,5,-4,1.1,-2.5,-5,-6,-2
Cc1cc(N/C=C/C(=O)c2ccccc2)ccc1Br,0.99,0,-8,-6,0.98,0.7,1,2,-3
O=C1C(Cc2ccccc2)Nc2ncnc(N3CCc4ccccc4C3)c2N1Cc1ccc(Cl)cc1 (stereo not drawn),0.91,5,-1,-4,0.89,-0.6,9,11,-8
CC(=O)c1ccc([N+](=O)[O-])c(CS(=O)(=O)c2ccccc2)c1,0.9,3,1,-4,1,-0.3,10,-4,-1
COCCNC(=O)CCCn1c(=O)c2cc(OC)c(OC)cc2n(CC(=O)Nc2ccc(F)cc2)c1=O,1,-6,2,-6,1,1.2,0,0,-1
O=[N+]([O-])c1cccc(-c2ccc(CN3CCN(c4ccccc4)CC3)o2)c1,0.99,2,0,-3,1.1,1.3,1,-12,-2
Cc1ccc(CC(NC(=O)c2ccccc2)C(=O)NC(CC(C)C)C(=O)O)cc1 (stereo not drawn),1,1,0,-4,1,0.6,-1,-4,0
Cc1ccc2nc(Nc3ccc(Cl)cc3)c3nncn3c2c1,1,0,0,-3,0.95,0.8,0,5,-2
O=c1cc(-c2ccccc2)c2cc(Cl)ccc2[nH]1,0.97,-5,-3,-5,0.94,-0.7,3,6,-5
CC1CCN(c2nncc3ccccc23)CC1,0.97,10,9,0,1,-0.1,3,-3,1
CC1CCCN(C(C(=O)NC2CCCCC2)c2cc3c(cc2[N+](=O)[O-])OCO3)C1 (stereo not drawn),0.96,0,-1,-8,0.93,-9.5,4,7,0
O=[N+]([O-])c1ccc(SCCc2ccccn2)cc1,1.1,-8,-2,-5,0.88,2.4,-6,12,-3
C=CC[C@H](CC(=O)NCCO)C(=O)N[C@H](COC(=O)[C@@H](CC=C)CC(=O)OC(C)(C)C)Cc1ccccc1,1.1,2,-1,-8,1.1,-1.3,-7,-7,0
CC(NC(=O)c1ccc(C23CC4CC(CC(C4)C2)C3)cc1)C(=O)O (stereo not drawn),0.9,4,0,-5,0.81,1.1,10,18,-2
CCOC(=O)c1ccc(NC(=O)CSc2n[nH]c(-c3ccncc3)n2)cc1,1,-8,34,5,1.1,-1.0,-1,-8,-3
CCN(CC)S(=O)(=O)c1ccc(-c2nnc(SCC(=O)Nc3cc(OC)cc(OC)c3)o2)cc1,0.93,-16,-3,-7,1.1,11,7,-7,-1
CCOC(=O)c1c(-c2ccc(OC)cc2)csc1/N=C/C1=C(O)CCCC1=O,0.85,4,0,-7,0.96,3.3,15,4,0
COc1ccc(C2=NCCn3cccc32)c(OC)c1,0.97,2,1,5,0.94,1.1,3,6,3

# Taken from above.
# MPTP block result of O=[N+]([O-])c1ncccc1OCc1ccc(Cl)c(Cl)c1 reads -2.7
# mIAP act result of CN(C)c1ccc(/C=C/C(=O)c2ccccc2O)cc1 reads 0.83
# A3G deaminase result of COCCCn1c(SCC(=O)Nc2ccc(C)cc2)nc2ccccc2c1=O reads -3

# Arranged by value in MPTP block (smallest number first): some entries from above
Molecule,mIAP act,ATG4B inhibitor,A3A deaminase,A3G deaminase,hIAP act,MPTP block,mIAP block,hIAP inh
CCOC(=O)c1ccc(NC(=O)CSc2n[nH]c(-c3ccncc3)n2)cc1,1,-8,34,5,1.1,-1.0,-1,-8
Cc1ccc(CC(NC(=O)c2ccccc2)C(=O)NC(CC(C)C)C(=O)O)cc1 (stereo not drawn),1,1,0,-4,1,0.6,-1,-4
COCCNC(=O)CCCn1c(=O)c2cc(OC)c(OC)cc2n(CC(=O)Nc2ccc(F)cc2)c1=O,1,-6,2,-6,1,1.2,0,0

# Next entries:
SMILES,mIAP act,ATG4B inhibitor,A3A deaminase,A3G deaminase,hIAP act,MPTP block,mIAP block,hIAP inh,MIN6 prolif
O=C(CCNS(=O)(=O)c1cccc2nonc12)Nc1ccc(Cl)cc1,1,-3,-3,-9,1,-2.5,-4,-3,-1
O=C(c1ccc(Cl)c(Cl)c1)N1CCC(=O)N(C(COCc2cccc(C(F)(F)F)c2)Cc2ccccc2)CC1 (stereo not drawn),0.96,5,-3,-5,1,0.7,4,0,-7
COc1ccc(NC(=O)C2C(=O)NC3(C)CC2c2ccccc2O3)cc1 (stereo not drawn),1,-6,-3,-5,1.2,7.8,-3,-18,-5
CSc1ccccc1C(=O)C1CCCN(C(=O)CCc2cccnc2)C1 (stereo not drawn),1.2,15,-1,-4,0.87,0.7,-18,13,1
COC(=O)c1ccccc1NC(=O)CSc1nncn1C,0.97,-7,4,1,1,-3.3,2,-4,-1
CC(C)C(=O)NC(=S)Nc1ccccc1C(=O)Nc1ccccc1,0.64,-6,1,-3,2.6*,-0.7,36,-165,-2
O=C(NCc1ccc(F)cc1)C1CC(=O)N(C2CCCCC2)C1 (stereo not drawn),0.99,10,0,3,1,-0.4,1,-4,0
Cc1ccc(NS(=O)(=O)c2ccc(C3CCCCC3)cc2)cc1,1,26,3,-3,0.87,73*,0,13,-6
O=C1NC2(CCCCCCC2)C(=O)N1Cc1ccc(F)cc1,1,3,2,-2,1.2,0.5,-3,-21,-4
CCCS(=O)(=O)n1nc(-c2ccc(OC)cc2OC)cc1N,0.97,12,1,7,1,-0.3,3,-2,-2
COc1ccc(CCNC(=O)CCCCCn2c(SCC(N)=O)nc3cc4c(cc3c2=O)OCO4)cc1OC,0.93,4,-1,-3,1.1,-1.9,7,-7,-2
CCN(CC)S(=O)(=O)c1cc(C(=O)Oc2ccccc2OC)ccc1OC,0.89,-14,3,-6,0.92,1.7,11,8,-3
